# SMN2 splice up – increases expression of the SMN2 splice variant. HEK293 SMN2-luciferase splicing reporter, luminescence, 30-36 h. Potency, µM (titrated, usually from 46.1 µM), for inactives: at the top dose activity change, positive = activation, most hits filed as activators. 2.8% of 210,000 active. AID 1458; further: potency means the concentration at half of the fitted maximal effect; % of control where 0% means no effect; nearly all actives have a fitted effect of over 55% in size
#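 HEK293 cells carry an SMN2 minigene-luciferase reporter in which exon 7 inclusion puts luciferase in frame. Cells were seeded at 2000 cells/well, attached for 10-12 hours, then exposed to compounds for 30-36 hours at 37C before ONE-Glo luminescence.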
# CBFb RUNX1 block – inhibitors of human CBF-beta and RUNX1 interaction; Q01196+Q13951; AlphaScreen CBFb-His/RUNX1-biotin binding, biochemical; Potency, µM (titrated, usually from 59.8 µM), inactives show at the top dose activity, negative = inhibition, usual class: inhibitors; 230,000 tested, under 10 active; AID 1477; further: % of control where 0% means no effect
# Target sequence (Q01196 whole entry, looked up): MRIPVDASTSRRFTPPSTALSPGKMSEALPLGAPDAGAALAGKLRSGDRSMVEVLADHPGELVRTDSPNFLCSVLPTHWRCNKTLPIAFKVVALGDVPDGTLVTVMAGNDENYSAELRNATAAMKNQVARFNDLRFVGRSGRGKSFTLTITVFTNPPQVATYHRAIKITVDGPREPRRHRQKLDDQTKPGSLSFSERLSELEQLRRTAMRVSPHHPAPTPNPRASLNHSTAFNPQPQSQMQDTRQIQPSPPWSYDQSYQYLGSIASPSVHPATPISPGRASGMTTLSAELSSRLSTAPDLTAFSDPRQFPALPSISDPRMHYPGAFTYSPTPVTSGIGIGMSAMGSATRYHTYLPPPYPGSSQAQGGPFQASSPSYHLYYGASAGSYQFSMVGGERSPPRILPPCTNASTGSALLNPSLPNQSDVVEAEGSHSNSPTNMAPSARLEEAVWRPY
# Target sequence (Q13951 whole entry, looked up): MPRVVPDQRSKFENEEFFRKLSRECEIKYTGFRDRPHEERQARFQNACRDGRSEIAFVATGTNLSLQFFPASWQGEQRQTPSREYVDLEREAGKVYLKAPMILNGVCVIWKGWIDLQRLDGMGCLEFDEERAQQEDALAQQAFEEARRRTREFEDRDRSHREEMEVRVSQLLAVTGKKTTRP
#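 AlphaScreen binding: CBFb-His and RUNX1-biotin (30 nM each) preincubated 20 min, compound added for 15 min, then nickel and streptavidin beads for 90 min, all at room temperature. Disruption of the interaction by any mechanism counts as activity.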
# KinaseGlo FLuc – Kinase-Glo luciferase inhibition (counter-screen); Q27757; Kinase-Glo luciferase, ATP luminescence, 8 min; Potency, µM (doses to about 38.3 µM), without a hit: top-dose activity change, negative = inhibition, hits mostly inhibitors; 0.28% of 200,000 active; further: potency means the concentration at half of the fitted maximal effect; on the % scale 0 is the no-effect control and ±100 the full control effect; nearly all actives have a fitted effect of over 60% in size
#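 Compounds were added to a substrate mix at pH 7.2 (50 mM imidazole, 10 uM ATP, within the enzyme's linear range), followed by Kinase-Glo detection reagent; luminescence was measured after 8 minutes at ambient temperature.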
# HTT ATP protect – cytoprotection in Huntington HTT-Q103 PC12 cell model. PC12 HTT-Q103 induced, cytoprotection, ATP luminescence, 40 h. Potency, µM (series often up to 56.4 µM), for inactives: cytoprotection (ATP increase), actives largely listed as activators. 0.14% of 230,000 active. AID 1471;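 further: potency means the concentration at half of the fitted maximal effect; % of control where 0% means no effect; nearly all actives have a fitted effect of over 45% in size; toxic huntingtin expression switched on by the ecdysone agonist tebufenozide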
#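 PC12 cells stably carrying ecdysone-inducible Htt exon 1 (Q103)–GFP were induced with 100 nM tebufenozide (final) alongside library compounds in a dose series. Cytoprotection was scored as retained ATP by ATPlite luminescence.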
# LMNA splice mod – changes lamin A minigene splicing in HeLa cells | 0.01% of 200,000 active | HeLa LMNA splicing GFP/RFP minigene ratio, 48 h | Potency, µM (series often up to 46.1 µM), for inactives: at the highest dose ratio change, negative = inhibition, hits mostly inhibitors | AID 1487; active means well fitted inhibition curve with a large enough effect in the signal ratio, with a control signal flat, not every such curve was filed as active; inconclusive means small, poorly fitted or top-dose-only effect, or effect the other way, or a change in a side signal; the % refers to the signal ratio; further: potency means the concentration at half of the fitted maximal effect; on the % scale 0 is the no-effect control and ±100 the full control effect
#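 S3 HeLa cells stably expressing lamin A-EGFP splicing minigene plus DsRed2, 600 cells/well, 48 h compound exposure at 37C. Laser-scanning cytometry; analysed as GFP (500-530 nm)/RFP (575-640 nm) total intensity ratio; 0.5% DMSO vehicle.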
# IMPase Li inh – membrane-permeable IMPase blocker, potentiated with lithium | CHO-M1 cells, IP1 TR-FRET (IP-One), carbachol + lithium | Potency, µM (top dose mostly 59.4 µM), inactives show at the top dose activity, negative = IMPase inhibition, hits mostly inhibitors | 0.35% of 210,000 active;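 further: IP1 builds up when IMPase is blocked and the TR-FRET signal falls; potency means the concentration at half of the fitted maximal effect; plate controls were basal vehicle for no effect and high inhibitor control for full effect; nearly all actives have a fitted effect of over 50% in size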
#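 Steps: plate 2000 CHO-M1 cells per well and culture 16–30 h; add compound and lithium; incubate 30 min, 37C; add d2-IP1 tracer and Eu cryptate anti-IP1 antibody in lysis buffer; read after 10 min at room temperature.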
# HttQ103 aggreg – reduces HttQ103-GFP aggregates in PC12 cells | 1.1% of 220,000 active | PC12 HttQ103-GFP aggregates, Acumen cytometry, 40 h | Potency, µM (highest dose often 46.1 µM), inactives show at the highest dose activity change, negative = inhibition, most hits filed as inhibitors; further: potency means the concentration at half of the fitted maximal effect; on the % scale 0 is the no-effect control and ±100 the full control effect; nearly all actives have a fitted effect of over 60% in size
#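 Ecdysone-promoter PC12 model expressing HTT exon 1 Q103 fused to GFP, induced by tebufenozide at 100 nM final. Compounds titrated; aggregates sized 1–25 µm scored on a 488 nm laser cytometer.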
# Starred values were filed as active, the others as inactive; ? = inconclusive; · = no result given; & = joins results of further samples; [ ] = remark or other dose. Unless noted, the call rests on the fitted dose curve; in most records, active means well fitted curve in the direction sought with a large enough effect; inconclusive means small, poorly fitted or top-dose-only effect, or another doubt; inactive means no such curve, though single readings can be large; an effect the other way counts as inactive or inconclusive.
SMILES,SMN2 splice up,CBFb RUNX1 block,KinaseGlo FLuc,HTT ATP protect,LMNA splice mod,IMPase Li inh,HttQ103 aggreg
CCOCCCNC(=O)CNC(=S)N(Cc1ccc(C)cc1)Cc1ccco1,-16%,-5%,0%,1%,·,-1%,5%
CN(C(=O)c1cc2nc(-c3ccco3)cc(C(F)(F)F)n2n1)C1CCCCC1,·,5%,-5%,-1%,11%,·,-8%
O=C(Nc1ccccc1C(F)(F)F)NC1CCCCCCC1,5%,4%,4%,-11%,9%,-5%[38.3 µM],14%[9.22 µM]
Cn1c(SCc2ccc(C#N)cc2)nnc1-c1cccc(Cl)c1,-13%,1%,0%,-23%,?,14%[38.3 µM],4%
c1csc(-c2nn3cnnc3c3ccccc23)c1,-5%,-21%,-1%,-65%[inhibitor],-17%[46 µM],16%,19%
CN(C)C=Nc1ncc2c3ccccc3n(Cc3ccccc3)c2c1C#N,-4%,8%,-7%,-16%,?,-24%[38.3 µM],-12%
COc1ccccc1NC(=O)CSc1ncnc2c1oc1ccccc12,·,11%,·,-18%,3%,·,-17%
Cc1nc2c(C(=O)NCc3ccc4c(c3)OCO4)c[nH]n2c(=O)c1Cl,0%,4%,-3%,-10%,7%,8%[38.3 µM],-6%
O=C(O)CC1C(=O)NCCN1Cc1ccc(F)c(F)c1 (configuration not stated),-3%,-6%,-1%,-13%[10 µM],0%,10%,-5%
ON(Cc1c(F)cccc1Cl)Cc1c(F)cccc1Cl,·,6%,·,10%[10 µM],·,·,-15%[9.22 µM]
O=C(Cn1c(SCC(=O)N2CCc3ccccc32)nc2ccccc21)NC1CCCC1,?,-2%,2%,23%[10 µM],-3%,8%,5%
O=[n+]1cc(-c2ccc(Cl)cc2)n([O-])c2c1CCC2,·,0%,·,-5%[10 µM],·,·,1%[9.22 µM]
O=C(COC(=O)c1cccc(C(=O)OCC(=O)c2ccc(Br)cc2)n1)c1ccc(Br)cc1,-15%,-23%,-2%,3%,0%,18%[38.3 µM],10%
CN(CC(O)COCc1ccccc1F)C1CCCCC1 (configuration not stated),·,4%,·,4%[10 µM],·,·,6%[9.22 µM]
COC(=O)c1ccc(CNC(=O)c2coc3ccccc3c2=O)cc1,2%,0%,-5%,1%,-16%[9.22 µM],-8%,3%

# Part of the list above, with values under each structure.
# Each structure is followed by: SMN2 splice up, CBFb RUNX1 block, KinaseGlo FLuc, HTT ATP protect, LMNA splice mod, IMPase Li inh, HttQ103 aggreg
> COC(=O)c1ccc(CNC(=O)c2coc3ccccc3c2=O)cc1
    2%, 0%, -5%, 1%, -16%[9.22 µM], -8%, 3%
> CN(CC(O)COCc1ccccc1F)C1CCCCC1 (configuration not stated)
    ·, 4%, ·, 4%[10 µM], ·, ·, 6%[9.22 µM]

# Remaining list, next part:
SMILES,SMN2 splice up,CBFb RUNX1 block,KinaseGlo FLuc,HTT ATP protect,LMNA splice mod,IMPase Li inh,HttQ103 aggreg
O=C(NCc1ccco1)c1cc2nc(-c3ccc4c(c3)OCO4)cc(C(F)(F)F)n2n1,-6%,14%,1%,-6%[10 µM],?,-2%[38.3 µM],6%
O=c1[nH]nc(-c2ccc(F)cc2)cc1Cc1cccs1,·,7%,·,-3%[10 µM],·,·,-15%[9.22 µM]
NS(=O)(=O)c1ccc(CCNC(=O)c2cccc([N+](=O)[O-])c2)cc1,-7%,-2%,6%,4%[10 µM],·,6%,-9%[9.22 µM]
CC1CCN(S(=O)(=O)c2ccc(C(=O)Nc3ccccc3-c3nc4ccccc4[nH]3)cc2)CC1,14%,2%,0%,7%[10 µM],5%,-5%,12%
CCOc1cc(S(=O)(=O)NCc2ccc3c(c2)OCO3)c(C)cc1C,21%,8%,4%,13%,1%,25%[38.3 µM],-17%
Cn1c(CSc2nc3ccccc3s2)nnc1SCC(=O)NCc1ccccn1,1%,19%,-3%,-12%[1.9 µM],-12%,7%,-11%
CCOC(=O)C(=CNc1cscc1S(=O)(=O)C(C)C)C(=O)OCC,·,7%,·,5%[10 µM],·,·,9%[9.22 µM]
CC(C)c1ccc(CNc2ccc(N3CCOCC3)cc2)cc1,-58%[inhibitor],?,1%,0%[10 µM],6%,14%[38.3 µM],2%
CCOC(=O)c1sc2nc3c(SCCC(=O)O)cc(C(=O)c4cc(OC)ccc4O)cn3c(=O)c2c1C,-20%,?,1%,·,?,7%,4%
O=C(CSc1ncn[nH]1)N1CCN(S(=O)(=O)c2ccccc2)CC1,-6%,-1%,1%,6%,14%,39%[activator][38.3 µM],14%[9.22 µM]
CCc1ccc(N(C(=O)c2csnn2)C(C(=O)NC(C)(C)CC)c2ccccn2)cc1 (configuration not stated),-8%,1%,0%,-38%,·,7%,1%
Cc1cc2oc(=O)cc(CSc3nnc(C)n3N)c2cc1C(C)C,15%,-4%,2%,-134%[inhibitor],?,-30%[38.3 µM],19%
CCN(Cc1ccccc1)S(=O)(=O)c1cc(C(=O)NC2CCCCCC2)ccc1OC,-7%,16%,0%,·,?,3%,21%
Cc1c(NC2(C#N)CCCCC2)c(=O)n(-c2ccccc2)n1C,·,7%,4%,-13%[10 µM],5%[46 µM],4%,-5%[9.22 µM]
COc1ccc2c(C(=O)CN3CCSCC3)c[nH]c2c1,·,0%,·,2%[10 µM],·,·,12%[9.22 µM]
Brc1ccc(Nc2nc(-c3cccnc3)cs2)cc1,14µM*,2%,-3%,-41%[inhibitor],?,13%,27%
CCn1nc([N+](=O)[O-])c(C(C#N)c2nc3cc(C(F)(F)F)ccc3s2)c(Cl)c1=O (configuration not stated),-32%[inhibitor],·,-26%,28%,?,34%[activator][38.3 µM],0%
C=CCN1C(=O)C2(/C(=C(\O)c3ccc4c(c3)OCCO4)C(=O)C(=O)N2CCCOC)c2ccccc21 (configuration not stated),-4%,14%,-1%,-15%[0.074 µM],5%,-24%[38.3 µM],-3%
COc1ccccc1NC(=O)/C(=C/c1cccs1)NC(=O)c1ccco1,·,12%,·,8%[10 µM],·,·,19%[9.22 µM]
CC(=O)c1cccc(NC(=O)Nc2cccs2)c1,15%,-6%,-3%,-12%,4%,9%[38.3 µM],13µM*
COC(=O)c1ccc(CC(=O)c2nc3ccccc3s2)cc1,1%[1.84 µM],0%,-9%,16%[10 µM],-12%,2%,-12%
COc1ccc(-n2ncc3c(NCc4cccs4)ncnc32)cc1,?,3%,-1%,-41%[inhibitor],-3%,-8%[38.3 µM],-25%
O=c1c2ccccc2nc2n1CC/C2=C\c1ccccc1[N+](=O)[O-],?,3%,-10%,6%,13%,-4%[38.3 µM],8%
CC1CCN(S(=O)(=O)c2ccc(NC(=O)Cc3ccccc3)cc2)CC1,-7%,6%,0%,-28%,?,-5%[38.3 µM],-30%
COc1ccc(Nc2ncc3c(n2)CC(c2ccc(C)cc2)CC3=O)cc1 (configuration not stated),-14%,0%,-6%,-19%,9%,-2%[38.3 µM],9%
CC(C)(C)NCc1ccccc1OCc1cccs1,-2%,1%,8%,-62%[inhibitor][10 µM],7%,12%[38.3 µM],?
CCC(=O)NC(c1ccccc1Cl)c1c(O)ccc2ccccc12 (configuration not stated),7%,-6%,0%,17%[10 µM],-19%,1%,-13%
Cn1c(COc2ccccc2)nnc1SCC(=O)c1cccc([N+](=O)[O-])c1,2%,-7%,7%,12%,11%,-24%[38.3 µM],10%
O=C(CCc1ccccc1)NC(NC(=S)Nc1cccc(Cl)c1)C(Cl)(Cl)Cl (configuration not stated),-5%,-5%,1%,-4%[10 µM],-3%,9%,-33%
c1ccc(SCCOCCn2cncn2)cc1,4%,7%,3%,5%[10 µM],0%,-5%,5%
Cn1c(=O)c2c(nc(Sc3ncccn3)n2Cc2ccccc2Cl)n(C)c1=O,-5%,1%,0%,0%,-11%,54%[activator][38.3 µM],-24%
CCOc1ccc(N/C(C)=C/C(=O)c2ccc3c(c2)OCCO3)cc1,·,-7%,·,-4%[10 µM],·,·,-17%[9.22 µM]
CCc1ccc(/C=C2\Oc3c(ccc(O)c3CN3CCN(CCO)CC3)C2=O)cc1,·,3%,·,-15%[10 µM],·,·,1%[9.22 µM]
Nc1ncnc2c1ncn2[C@@H]1O[C@H](CO)C[C@@H]1O,-4%,12%&6%,3%,24%,?,-8%,·
Cc1cccc(CN2CCN(Cc3cccc4nonc34)CC2CCO)n1 (configuration not stated),·,1%,0%,35%[10 µM],5%[46 µM],10%,1%[9.22 µM]
COc1cccc(C2CC(c3ccc(C)cc3)Nc3nc(N)nn32)c1 (configuration not stated),-3%,2%,0%,-11%[10 µM],-15%,30%[38.3 µM],?
COc1ccc(-n2c(=O)c(CCc3ccccc3)nc3cnc(N4CCN(C)CC4)nc32)cc1,·,·,·,-18%,3%,2%,·
CCC(C)(C)n1nnnc1C(c1cc(OC)c(OC)c(OC)c1)N1CCN(c2ccccc2)CC1 (configuration not stated),?,1%,16%,-8%,9%,-10%[38.3 µM],-19%
Cc1nn(CCOc2ccc(Br)cc2)c(C)c1[N+](=O)[O-],-13%,10%,-1%,-27%,·,27%,-20%
CC(C)CC(=O)NC(=S)Nc1cccc(NC(=O)c2ccccc2Cl)c1,-3%,3%,-3%,0%,-22%,18%[38.3 µM],-2%
O=C1CC(c2ccc(F)c(Br)c2)C2=C(CCCC2=O)N1 (configuration not stated),-9%,23%,2%,-1%[0.074 µM],-17%,11%[38.3 µM],-11%
Cc1ccc(C(=O)NC2c3ccccc3-c3ccccc32)cc1,·,-3%,·,-23%[10 µM],?,·,-4%
FC(F)(F)C(F)(F)C(F)(F)C(F)(F)C(F)(F)C(F)(F)C(F)(F)C(F)(F)Br,·,·,·,-19%,?,·,12%
CCC(C)C(NC(N)=O)C(=O)Nc1ccc(S(=O)(=O)Nc2ccc(OC)cc2)cc1 (configuration not stated),·,1%,·,-41%[inhibitor],·,-3%,5%
O=C(CSc1nnc(-c2ccc3c(c2)OCCO3)o1)N1CCCC1,?,5%,-8%,-39%[inhibitor],1%,-14%[38.3 µM],-10%
Cc1cccc(C(=O)Oc2ccc(/C=N/O)cc2)c1,1%,13%,-2%,4%[10 µM],-14%,1%,6%
COc1ccc(/C=C/C(=O)Nc2sc(Cc3ccccc3)c(C)c2C(N)=O)cc1,19%,8%,4%,·,4%,-8%,-3%
O=c1cc(C(F)(F)F)[nH]c2c(C(F)(F)F)cccc12,-100%[inhibitor],-5%[2.36 µM],3%,·,?,10%,20µM*

# Compound activity (PubChem BioAssay)
